Source: PubChem BioAssay
HCV NS3h FP – HCV NS3 helicase inhibitors, primary screen, biochemical, fluorescence polarization, ChemBridge library | inhibition, % at 100 µM | NS3h Cy5-dT15 DNA binding | 16,000 compounds, 1.6% hits;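 active means inhibition above the average over every tested compound plus 3 SD, cut at about 40% in these data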
Cy5 interf NS3h – Cy5 fluorescence quenchers or enhancers, artefact control for HCV NS3 helicase inhibitor project, biochemical, ChemBridge library, Cy5 readout. 16,000 compounds, 6% hits. fluorescence interference ratio at 100 µM. Cy5-dT15 DNA with NS3h, fluorescence interference; actives lie on both sides; signal over control mean, under 1 quenches. AID 720488, 2013;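 active means compound fluorescence over control fluorescence at most 0.8, a quencher, or at least a set upper limit, an enhancer; inactive means ratio between 0.8 and the set upper limit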
* hit, by the source's call.

Values run as follows: HCV NS3h FP | Cy5 interf NS3h
COc1cccc(N2C(=O)CC(Sc3nc4ccccc4s3)C2=O)c1 (stereo not drawn)
→ 1 | 1
Cc1ccc(C2C(=C(O)c3ccccc3)C(=O)C(=O)N2c2cccc(C)c2)cc1 (stereo not drawn)
→ -11 | 1
CCCNc1nc(OCC(F)(F)F)nc(OCC(F)(F)F)n1
→ 5 | 0.97
Cc1ccc2c(c1)N(C(=O)c1ccco1)C(C)(C)c1ssc(=S)c1-2
→ 11 | 1.1
COc1ccc(C2NC(c3ccc(OC)cc3)C(c3ccccc3)C(=O)C2c2ccccc2)cc1 (stereo not drawn)
→ 18 | 0.72*
CCOc1ccccc1NC(=O)c1cc2cc([N+](=O)[O-])ccc2oc1=O
→ 7 | 0.97
COc1ccc(NC(=O)C(=O)NCCN2CCN(C(=O)c3ccccc3Cl)CC2)cc1
→ 4 | 0.99
Cc1ccc(CC2CC(=O)N(c3ccc(F)cc3)C2=O)cc1 (stereo not drawn)
→ -4 | 0.93
CCOC1(c2ccccc2)c2ccccc2Oc2ccccc21
→ 0 | 1.1
COc1ccccc1C(=O)NCC(=O)O
→ -13 | 1
COc1ccc(C2CC(C(F)(F)F)n3ncc(C(=O)Nc4ccccc4SC)c3N2)cc1 (stereo not drawn)
→ 8 | 1
O=C(Nc1ccc(F)cc1)C1CC1(c1ccccc1)c1ccccc1 (stereo not drawn)
→ 15 | 0.81
O=C(CCCN1C(=O)/C(=C\c2cccs2)SC1=S)Nc1ccc(F)c(Cl)c1
→ 1 | 0.96
O=C(Nc1ccc(I)cc1Cl)c1ccc2ccccc2c1
→ 23 | 0.97
O=C1N/C(=N\N=C/c2ccccc2O)SC1Cc1ccccc1 (stereo not drawn)
→ -5 | 1.1
Cn1c(O)c(N=NC(=O)COc2ccc3ccccc3c2)c2cc(Br)ccc21
→ 11 | 0.98
COc1ccc(Br)cc1CN1CCN(S(C)(=O)=O)CC1
→ 8 | 0.67*
CCOC(=O)c1ccccc1NC(=O)CN(c1ccc(OC)cc1)S(=O)(=O)c1ccc(C)cc1
→ 10 | 1
CCOC(=O)c1c(C)oc2ccc(OCC(=O)c3ccc(Br)cc3)cc12
→ 10 | 0.97
CCOC(=O)c1ccc(-n2c(-c3ccco3)nc3ccccc3c2=O)cc1
→ 17 | 1.1
O=S(=O)(Nc1ccc(O)c(-c2c(O)ccc3ccccc23)c1)c1ccccc1
→ 3 | 0.89
O=C(CSc1ncn[nH]1)Nc1ccccc1F
→ -1 | 0.99
CCOC(=O)c1c(-c2ccccc2)nn(-c2ccccc2)c1C
→ 10 | 0.89
Cc1ccccc1-n1c(C)cc(C=O)c1C
→ 3 | 1.1
O=C(c1nn2c(c1Br)NC(c1cccs1)CC2C(F)(F)F)N1CCCc2ccccc21 (stereo not drawn)
→ 14 | 0.7*
COc1ccc(S(=O)(=O)N2CCN(Cc3ccccc3Br)CC2)cc1
→ 17 | 0.97
COc1ccc(N=C2C(=O)Nc3ccc(C)c(Br)c32)cc1
→ 21 | 0.66*
COc1cc(Br)c(C2C3=C(CC(C)(C)CC3=O)OC3=C2C(=O)CC(C)(C)C3)cc1OC
→ 9 | 0.77*
CCOC(=O)c1ccc(N2C(=O)C3C4C=CC(C4=C(C)C)C3C2=O)cc1 (stereo not drawn)
→ 10 | 0.88
Cc1c(NC(=O)CN(c2ccc(Oc3ccccc3)cc2)S(C)(=O)=O)c(=O)n(-c2ccccc2)n1C
→ 1 | 0.97

Single values from the results shown:
In Cy5 interf NS3h, `COc1ccc(Br)cc1CN1CCN(S(C)(=O)=O)CC1` shows 0.67*
In Cy5 interf NS3h, `O=C(c1nn2c(c1Br)NC(c1cccs1)CC2C(F)(F)F)N1CCCc2ccccc21` (stereo not drawn) shows 0.7*
In HCV NS3h FP, `COc1ccc(S(=O)(=O)N2CCN(Cc3ccccc3Br)CC2)cc1` shows 17
In HCV NS3h FP, `CCOC(=O)c1c(-c2ccccc2)nn(-c2ccccc2)c1C` shows 10
In HCV NS3h FP, `O=C(CSc1ncn[nH]1)Nc1ccccc1F` shows -1

Next entries:
Values run as follows: HCV NS3h FP | Cy5 interf NS3h
CCOC(=O)c1cnc2cc(-c3cccc(F)c3)[nH]n2c1=O
→ 4 | 1
O=C(Nc1cc(C(F)(F)F)ccc1Cl)c1ccccc1[N+](=O)[O-]
→ 16 | 1
O=C(Nc1ccc2ccccc2c1)C1COc2ccccc2O1 (stereo not drawn)
→ 16 | 1.1
O=[N+]([O-])c1cccc(N=Cc2ccc[nH]2)c1
→ 10 | 0.68*
O=C(NCCc1cccc(Cl)c1)c1cccc([N+](=O)[O-])c1
→ 4 | 0.9
C=CCn1cc(F)c(=O)n(CC=C)c1=O
→ -6 | 0.97
COc1ccccc1-c1coc2cc(OC(=O)c3ccco3)ccc2c1=O
→ 10 | 1.1
COc1ccc(Cl)cc1C(=O)Nc1nc(-c2ccc(Cl)cc2Cl)cs1
→ -30 | 1.1
O=C(CSc1nc2ccc([N+](=O)[O-])cc2[nH]1)c1ccc2ccccc2c1
→ 1 | 0.87
O=C(O)C(c1ccccc1)C(C(=O)O)c1ccccc1 (stereo not drawn)
→ 5 | 0.98
COc1ccc(-n2nc3cc(C)c(NC(=O)c4ccc(C)cc4)cc3n2)cc1
→ 20 | 1
O=C1C(=O)N(c2nccs2)C(c2ccc(F)cc2)C1=C(O)c1ccc(Cl)cc1 (stereo not drawn)
→ 9 | 0.96
CCOc1ccc(N2C(=O)CC(Cc3ccccc3)C2=O)cc1 (stereo not drawn)
→ 5 | 1
CCN(CC)c1ccc(NC(=O)CCN2C(=O)c3ccccc3C2=O)cc1
→ 2 | 0.6*
Cc1cc(/C=N\O)c(C)n1-c1ccc(F)cc1
→ 0 | 0.96

Taken from the results shown (four entries):
Values run as follows: HCV NS3h FP | Cy5 interf NS3h
CCOC(=O)c1cnc2cc(-c3cccc(F)c3)[nH]n2c1=O
→ 4 | 1
O=C(Nc1cc(C(F)(F)F)ccc1Cl)c1ccccc1[N+](=O)[O-]
→ 16 | 1
O=C(Nc1ccc2ccccc2c1)C1COc2ccccc2O1 (stereo not drawn)
→ 16 | 1.1
O=[N+]([O-])c1cccc(N=Cc2ccc[nH]2)c1
→ 10 | 0.68*

More entries follow:
Values run as follows: HCV NS3h FP | Cy5 interf NS3h
COc1ccc(Br)cc1/C=C1/SC(=S)N(c2cccc(C(F)(F)F)c2)C1=O
→ 12 | 0.77*
O=C1/C(=C/c2cccc(Br)c2)SC(=S)N1CC(=O)N(CCO)c1ccccc1
→ 9 | 0.97
Cc1cc(Br)ccc1N1C(=O)/C(=C/c2cc(C)n(C)c2C)C(=O)NC1=S
→ -12 | 1.2*
C=CCOc1ccc(/C=C2\SC(=S)N(C)C2=O)cc1OC
→ 10 | 1
N/C(Cc1cccc2ccccc12)=N/OC(=O)c1ccco1
→ 17 | 1.1
O=C(Nc1ccc(Cl)cc1)Nc1nnc(-c2cccc(Br)c2)s1
→ 12 | 1.1
COc1cccc(/C=C2/SC(=S)N(CCC(=O)Nc3nnc(C)s3)C2=O)c1
→ 6 | 0.98
CC(=O)c1ccc(NC2=C(Cl)C(=O)c3ccccc3C2=O)cc1
→ -13 | 0.87
CCOC(=O)c1c(NC(=O)c2c(C(=O)O)cccc2[N+](=O)[O-])sc(C)c1C
→ 7 | 0.95
Cc1cc(C(=O)Nc2ccccc2C(=O)O)ccc1NC(=O)CC(C)C
→ 3 | 1
Cc1cccc(N2C(=O)NC(=O)/C(=C\c3cc(C)n(-c4cccnc4)c3C)C2=O)c1
→ -3 | 1.1
Cc1ccc(-c2nc3cc(Cl)ccc3o2)cc1NC(=O)C(C)C
→ 0 | 1.1
CCC(=O)Oc1cc2oc(CC)c(-c3nc(C)cs3)c(=O)c2cc1CC
→ 18 | 0.91
C=CCNC(=O)/C(=C/c1cn(-c2ccccc2)nc1-c1cccc([N+](=O)[O-])c1)NC(=O)c1ccccc1
→ 20 | 0.83
COc1cc(NC(=O)C(F)(F)F)c(Cl)cc1NC(=O)c1ccccc1
→ 43* | 0.93
O=C1S/C(=C/c2ccc3c(c2)OCO3)C(=O)N1CN1CCCC1
→ -8 | 0.57*
C=C1c2ccc(C)cc2NC(=O)N1CC
→ -1 | 0.99
Cc1ccc(/C=C/C(=O)Nc2cccc(Cl)c2Cl)o1
→ -2 | 0.92
Nc1ccc(Oc2ccc(N)c(N)c2)cc1
→ -10 | 0.19*
CCCOc1ccc(N2C(=O)C3C4C=CC(C4=C(C)C)C3C2=O)cc1 (stereo not drawn)
→ 20 | 0.92
O=C(NCC1CCCO1)c1nn2c(c1Cl)NC(c1ccco1)CC2C(F)(F)F (stereo not drawn)
→ -1 | 1
O=C(c1cccc([N+](=O)[O-])c1)c1ccc2c(c1)C(=O)N(c1ccccn1)C2=O
→ -3 | 0.96
COc1ccc(OC)c(C2CC(O)(c3ccccc3OC)C(C)C(c3cc(OC)ccc3OC)N2)c1 (stereo not drawn)
→ -16 | 0.96
O=C(CSc1ncc(-c2ccccc2)[nH]1)Nc1ccc(Br)cc1
→ 25 | 0.96
Cc1ccc(-c2nn(-c3cc(N4CCN(CCO)CC4)ccc3[N+](=O)[O-])c(=O)c3ccccc23)cc1C
→ 7 | 0.96
O=C(N/N=C/c1ccc(Cl)cc1Cl)c1cncc(Br)c1
→ 5 | 1
CC1=NN(c2cccc(C(=O)O)c2)C(=O)/C1=C\c1ccc(N(C)C)cc1
→ 4 | 1
N#Cc1c(-c2ccc([N+](=O)[O-])cc2)c2c([nH]c1=S)CCCC2
→ 31 | 1
CCCC1=NN(C(=O)c2ccc(Br)cc2)C(O)(C(F)(F)F)C1 (stereo not drawn)
→ 3 | 0.96
CCOc1cc(C(=O)NCc2ccccc2OC)cc(OCC)c1OCC
→ 9 | 0.93
COc1ccc(COC(=O)C2=C(C)NC3=C(C(=O)CCC3)C2c2coc3ccccc3c2=O)cc1 (stereo not drawn)
→ -6 | 1
CCOC(=O)c1ccccc1NC(=O)CN(c1cccc(Br)c1)S(=O)(=O)c1ccccc1
→ 3 | 1
CC1(C)CC(=O)CC(=Nc2ccccc2N)C1
→ 1 | 1
Cc1ccc(CN2CCN(N=Cc3ccc(Br)cc3)CC2)c(C)c1
→ -1 | 1.1
O=C(NC(CO)C(O)c1ccc([N+](=O)[O-])cc1)c1ccc2ccccc2n1 (stereo not drawn)
→ 0 | 0.62*
O=C(/C=C/c1ccccc1)NC(=S)Nc1ccc(N2CCOCC2)c(Cl)c1
→ 16 | 1
Cc1ccc(C(=O)N2CCN(S(=O)(=O)c3ccccc3[N+](=O)[O-])C2)cc1
→ 5 | 0.98
CCO/C=C1\C(=O)N(CC)c2ccccc21
→ 13 | 0.97
COc1cccc(OCCOc2ccccc2/C=C2/SC(=S)NC2=O)c1
→ 29 | 1.1
Cc1ccc(N2C(=O)C=CC2=O)cc1[N+](=O)[O-]
→ 75* | 0.96
CCOc1cc(OCC)cc(C(=O)Nc2cccc(C(F)(F)F)c2)c1
→ 21 | 0.5*
COc1ccc(C(=O)Nc2c(C)cc(C)cc2C)cc1[N+](=O)[O-]
→ 8 | 0.95
Clc1cccc(Nc2nc3c(s2)CCCC3)c1
→ 16 | 0.76*
CC1=NN(c2cccc(C(=O)O)c2)C(=O)/C1=C\c1ccco1
→ 27 | 1
COC(=O)c1cc(-c2ccccc2)n(-c2ccccc2)n1
→ 5 | 1.1
CCN1C(=O)/C(=C\c2ccc(-c3ccc(C(=O)OC)cc3)o2)SC1=S
→ 0 | 1
N/C(=N/OC(=O)c1ccccc1I)c1ccc(Cl)cc1
→ 10 | 0.9
O=C1/C(=C/c2ccccc2Cl)SC(=S)N1c1ccc(O)cc1
→ 7 | 0.99
CC(C)COc1ccc(C(=O)Nc2ccc(N3CCOCC3)cc2)cc1
→ 0 | 0.96
Cc1cc(NC(=O)c2ccc(-c3cccc(Cl)c3)o2)ccc1NC(=O)c1ccco1
→ -1 | 1.1
Cc1c(NC(=O)c2nn3c(c2Cl)NC(c2ccc(Cl)cc2)CC3C(F)(F)F)c(=O)n(-c2ccccc2)n1C (stereo not drawn)
→ 9 | 0.99
O=C(Nc1cc(C(F)(F)F)ccc1Cl)c1nn2c(c1Br)NC(c1cccs1)CC2C(F)(F)F (stereo not drawn)
→ 0 | 0.88
COc1ccc2oc(=O)c(C(=O)Nc3cccc(Cl)c3C)cc2c1
→ -5 | 1
O=[N+]([O-])c1cccc(S(=O)(=O)NCc2ccccn2)c1
→ 9 | 1.1
COc1ccc(CCNc2cc(N3CCN(C(=O)c4cc(Cl)c(OC)c(Cl)c4)CC3)ccc2[N+](=O)[O-])cc1OC
→ 4 | 1.1
O=C(/C=C/c1ccco1)NCc1ccc2c(c1)OCO2
→ 3 | 0.94
COC(=O)c1ccc(-n2c(C)cc(/C=C3\SC(NC(C)=O)=NC3=O)c2C)cc1
→ 14 | 1
COc1cc(C(=O)N2CC(C)OC(C)C2)c([N+](=O)[O-])cc1OC (stereo not drawn)
→ 3 | 1
O=C(c1ccccc1)N1CCN(c2nc(-c3ccccc3)c3cc(Cl)ccc3n2)CC1
→ 4 | 0.98
O=C(/C=C/c1ccccc1)NC(=S)Nc1ccc([N+](=O)[O-])cc1
→ -8 | 1

(next part)
Values run as follows: HCV NS3h FP | Cy5 interf NS3h
O=C1NC(=O)C(=Cc2cccc(OCc3ccc(F)cc3)c2)C(=O)N1
→ 15 | 1
COc1ccc(N(CC(=O)Nc2ccccc2Br)S(=O)(=O)c2ccccc2)cc1
→ 14 | 0.89
COc1ccc(NC(=O)c2cc3nc(-c4ccccc4)cc(-c4ccccc4)n3n2)c(OC)c1
→ 13 | 1.1
CCOC(=O)c1c(C)oc2cc(Br)c(OC)cc12
→ 8 | 0.96
CCOC(=O)c1ccc(NC(=O)CN(c2cc(C)cc(C)c2)S(=O)(=O)c2ccccc2)cc1
→ 10 | 1.1
c1ccc(NC2=Nc3cccc4cccc2c34)cc1
→ 24 | 0.59*
N#C/C(=C\c1ccc(OCc2ccccc2)cc1)c1nc(-c2ccccc2)cs1
→ 8 | 0.99
COc1ccc(-n2nc3cc(C)c(NC(=O)c4cccnc4)cc3n2)cc1
→ 0 | 1
CCCC(C)NS(=O)(=O)c1ccc(C)cc1 (stereo not drawn)
→ 5 | 1
COc1ccc(N(CC(=O)Nc2ccc3ccccc3c2)S(C)(=O)=O)cc1
→ 36 | 0.82
